CHT inh: inhibitors of human choline transporter CHT; High affinity choline transporter 1 (Homo sapiens), Q9GZV3; CHT-expressing cells, membrane potential dye, choline response; hits give low values; B-score at 10 µM; hit rate 0.86% among 310,000; AID 488975, 2010;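 active = B-score over 3 SD under the library average, and starting fluorescence ratio not unusually high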;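 also: choline stimulus applied at its EC90 after an EC20 pre-addition; B-score computed on integrated fluorescence ratio after choline addition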
Target sequence (Q9GZV3 whole entry, looked up): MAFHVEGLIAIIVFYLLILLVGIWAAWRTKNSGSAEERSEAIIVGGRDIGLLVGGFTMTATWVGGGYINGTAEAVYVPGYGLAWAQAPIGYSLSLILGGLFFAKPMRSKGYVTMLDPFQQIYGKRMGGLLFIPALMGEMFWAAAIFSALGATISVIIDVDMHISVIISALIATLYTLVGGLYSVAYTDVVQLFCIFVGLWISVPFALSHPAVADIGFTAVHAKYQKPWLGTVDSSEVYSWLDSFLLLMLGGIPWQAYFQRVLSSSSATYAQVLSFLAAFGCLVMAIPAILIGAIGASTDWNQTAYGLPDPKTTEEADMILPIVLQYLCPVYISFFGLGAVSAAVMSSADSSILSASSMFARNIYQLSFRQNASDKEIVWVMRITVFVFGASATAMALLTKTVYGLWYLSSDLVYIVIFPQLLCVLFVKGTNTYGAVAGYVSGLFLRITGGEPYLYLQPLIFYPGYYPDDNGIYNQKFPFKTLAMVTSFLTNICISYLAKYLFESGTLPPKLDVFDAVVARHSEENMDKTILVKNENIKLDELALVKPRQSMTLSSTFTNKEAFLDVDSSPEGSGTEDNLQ
CHT PAM: CHT positive allosteric modulators, primary screen, cell-based, membrane potential dye, choline EC20; High affinity choline transporter 1 (Homo sapiens), Q9GZV3; hit rate 0.49% among 310,000; CHT-expressing cells; hits give high values; LV-AA mutant CHT in HEK293 cells; B-score at 10 µM;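 active = initial fluorescence not abnormally high and integrated response B-score, plate-corrected, over 3 SD above library mean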
* hit, by the source's call; i = inactive.

| Molecule | CHT PAM | CHT inh |
| --- | --- | --- |
| CCN(CCNS(=O)(=O)c1ccc2c(c1)oc(=O)n2C)c1ccccc1 | i | i |
| CCOc1ccccc1N1CSC2=C(C#N)C(c3c(OC)ccc4ccccc34)CC(=O)N2C1 (configuration not stated) | i | i |
| COc1ccc(NC(=O)CC2SC(=NCc3ccccc3OC)NC2=O)cc1 (configuration not stated) | i | i |
| COCc1nnc(NS(=O)(=O)c2ccc(C)cc2)s1 | i | i |
| Cc1ccc(Nc2cc(=O)oc3ccccc23)c(C)c1 | i | i |
| CCCn1c2ccccc2c2cnn(CC(=O)O)c(=O)c21 | i | i |
| C[N+]1(CC(=O)OCCCc2ccccc2)CCCCC1 | i | i |
| COc1ccccc1C1C(C(=O)c2ccco2)=C(O)C(=O)N1c1cc(C)on1 (configuration not stated) | i | i |
| Nc1c(C(=O)Nc2ccccc2)c2nc3ccccc3nc2n1-c1ccc(O)cc1 | i | i |
| CN(C)S(=O)(=O)c1cc(NC(=O)CNCc2ccccc2)ccc1Cl | i | i |
| O=C(COc1ncnc2ccccc12)NCC1CCCO1 (configuration not stated) | i | i |
| O=C1NC2(CCCCC2)C(=O)N1c1ccccc1 | i | i |
| O=C(C1CC(=O)N(c2ccc3c(c2)OCCO3)C1)N1CCN(c2ccccc2O)CC1 (configuration not stated) | i | i |
| Cc1ccc2[nH]c(O)c(N=NC(N)=S)c2c1 | i | i |
| COc1ccc(N2CCN(Cc3nc4sc(C)c(C)c4c(=O)[nH]3)CC2)cc1 | i | i |
| Cc1ccc(-n2ncc3c(NCc4ccccc4)ncnc32)cc1 | i | i |
| O=C(c1ccc(Cl)c(S(=O)(=O)N2CCCCC2)c1)N1CCCCC1 | i | i |
| CCCOc1ccc(S(=O)(=O)N2CCOCC2)cc1[N+](=O)[O-] | i | i |
| Cc1coc(C)c1C(=O)CC1(O)C(=O)N(Cc2ccccc2)c2ccccc21 (configuration not stated) | i | i |
| Cc1cccc(N2CCN(C(=O)c3ccccc3OCc3c(C)noc3C)CC2)c1C | i | i |
| Cn1c(SCC(=O)Nc2cccc(C(=O)O)c2)nnc1-c1cc2cc(Br)ccc2o1 | i | i |
| Cc1nnc(C)c2c(C)n(N)c(C)c12 | 9.8* | i |
| COc1ccc(CNC(=O)Cn2c(=O)n(CCC(=O)N3CCCCC3)c(=O)c3sccc32)cc1 | i | i |
| O=C(NCCNc1ccc([N+](=O)[O-])cc1)c1ccc(Cl)cc1 | i | i |
| CC(C)(C)c1ccc(S(=O)(=O)N2C=CC(C(F)(F)F)=NCC2)cc1 | i | i |

The final 2 entries of the section above lead into the next:
| Molecule | CHT PAM | CHT inh |
| --- | --- | --- |
| O=C(NCCNc1ccc([N+](=O)[O-])cc1)c1ccc(Cl)cc1 | i | i |
| CC(C)(C)c1ccc(S(=O)(=O)N2C=CC(C(F)(F)F)=NCC2)cc1 | i | i |
| Cc1ccc(-c2noc(CNC(=O)c3ccoc3C)n2)cc1 | i | i |
| CC(=O)Nc1ccc(OCC(O)Cn2c(C)nc3ccccc32)cc1 (configuration not stated) | i | i |
| Cc1cccc(NC(=O)COC(=O)c2cc3ccccc3oc2=O)c1 | i | i |
| CSCCC(NC(=O)c1cccc(C)c1)C(=O)OCC(=O)NC(=O)c1cccn1C (configuration not stated) | i | i |
| NC(=O)C1(c2ccccc2)CCCN1C(=O)c1ccccc1Br (configuration not stated) | i | i |
| C=CCNc1nc(Nc2ccc(OC)cc2)nc(OCC)n1 | i | i |
| C=CCn1c(Oc2ccccc2)nc2c1c(=O)n(C)c(=O)n2C | i | i |
| Cc1ccccc1-n1nc(C(=O)O)c(C)c(C#N)c1=O | i | i |
| COc1ccc(C(=O)O)cc1NCc1ccc(C)s1 | i | i |
| N#C/C(=C\c1cccc([N+](=O)[O-])c1)C(=O)NCC1CCCO1 (configuration not stated) | i | i |
| CCCc1ccc(S(=O)(=O)N2CCN(Cc3ccco3)CC2)cc1 | i | i |
| Cc1ccc(Cc2nc(-c3ccncc3)no2)cc1 | i | i |
| Cc1ccc(Oc2ccccc2NC(=O)CSCC(=O)Nc2cc(C)on2)cc1 | i | i |
| O=C(COC(=O)/C=C/c1cccs1)Nc1nc(-c2cccc(Br)c2)cs1 | i | i |
| Cc1nnsc1C(=O)NC1CCCc2c1cnn2-c1ccc(F)cc1F (configuration not stated) | i | i |
| COc1ccc(CC(C)Nc2ccccc2F)cc1 (configuration not stated) | i | i |
| COc1ccc(NC(=O)c2cn(-c3ccccc3)nc2SC)cc1 | i | i |
| COc1ccc(CCNCC(O)COc2c(C)cccc2C)cc1OC (configuration not stated) | i | i |
| CN(CC(=O)Nc1ccccc1F)CC(=O)Nc1ccc(F)c(F)c1F | i | i |
| CC1CCCCN1c1nc(-c2ccncc2)nc2ccccc12 (configuration not stated) | i | i |
| O=S(=O)(c1ccc(-c2n[nH]c(=S)o2)cc1)N1CCCCC1 | i | i |
| CC1CCN(Cc2nnnn2CCCC(=O)N(C)C(C)c2ccccn2)CC1 (configuration not stated) | i | i |
| C=CCNC(=S)Nc1c(C(=O)OC)[nH]c2cc(OC)ccc12 | i | i |
| O=[N+]([O-])c1ccc(COc2cccc(CNc3ccc(F)cc3)c2)cc1 | i | i |
| O=C(O)C1CCCCC1C(=O)Nc1cccc(C(=O)N2CCCCC2)c1 (configuration not stated) | i | i |

Of the compounds above, 3 have two or more sulfur atoms.
| Molecule | CHT PAM | CHT inh |
| --- | --- | --- |
| COCc1nnc(NS(=O)(=O)c2ccc(C)cc2)s1 | i | i |
| O=C(COC(=O)/C=C/c1cccs1)Nc1nc(-c2cccc(Br)c2)cs1 | i | i |
| O=S(=O)(c1ccc(-c2n[nH]c(=S)o2)cc1)N1CCCCC1 | i | i |

New compounds follow
| Molecule | CHT PAM | CHT inh |
| --- | --- | --- |
| Cc1cc(S(=O)(=O)NCc2ccc(N3CCN(C)CC3)cc2)c(C)s1 | i | i |
| CCn1c(O)c(N=Nc2ccc(Cl)c(C(=O)O)c2)c2ccccc21 | i | i |
| CCCCC1=CC2=CC(=O)C(C)(OC(=O)CC)C(=O)C2=CN1Cc1ccc2c(c1)OCO2 (configuration not stated) | i | i |
| Cc1ccc(S(=O)(=O)N2CCOCC2)cc1C(=O)N1CCCC1 | i | i |
| C=CCN1CCN(C(CCC)c2nnnn2Cc2ccco2)CC1 (configuration not stated) | i | i |
| CCN(C1CCCCC1)S(=O)(=O)CCNC(=O)c1ccc2c(c1)OCO2 | i | i |
| COc1ccc(CC(=O)N(Cc2cc3cc(OC)ccc3[nH]c2=O)C(C)C)cc1 | i | i |
| O=C(NC1CCCc2ccccc21)c1ccccc1Br (configuration not stated) | i | i |
| Cc1cc(=O)c2ccccc2s1 | i | i |
| Cc1nnc(NC(=O)COc2ccccc2)s1 | i | i |
| CC1CCCCC1NS(=O)(=O)c1ccc(S(=O)(=O)NCc2ccncc2)cc1 (configuration not stated) | i | i |
| Cc1ccc2oc(-c3ccco3)nc2c1 | i | i |
| O=C(c1ccc(S(=O)(=O)Nc2cccc(C(F)(F)F)c2)cc1)N1CCN(c2ccccc2O)CC1 | i | i |
| Cc1nc(NC(=O)C(Cl)Cl)sc1C(=O)N(C)C | i | i |
| COc1ccccc1C(=O)NC(=O)COC(=O)Cn1[nH]c(=O)c2ccccc2c1=O | i | i |
| O=C(CSc1nnc(Cn2nnc(-c3ccccc3)n2)n1-c1ccccc1)Nc1ccc(F)cc1 | i | i |
| CCNC(=S)NNC(=O)Cn1c(=O)c2c(ncn2CCOC)n(Cc2ccccc2)c1=O | i | i |
| CCc1c(C)sc(NC(=O)Cn2nc(C)c([N+](=O)[O-])c2C)c1C(N)=O | i | i |
| Cc1cccn2c(=O)nc(SCC(=O)NCCc3ccccc3)nc12 | i | i |
| CN(C)c1ccc(NC(=O)CCCc2ccccc2)cc1 | i | i |
| Cn1c(SCc2ccccc2)nc2c1c(=O)[nH]c(=O)n2C | i | i |
| Nc1ccccc1C(=O)N1CCC(O)(c2ccc(Cl)cc2)CC1 | i | i |
| CCOC(=O)/C=C(\C)Sc1cc(=O)oc2ccccc12 | i | i |
| COc1ccc(C(C)NC(=O)C23CC4CC(CC(C4)C2)C3)cc1OC (configuration not stated) | i | i |
| N#CC(CO)(Cc1ccc(OC(F)F)cc1)c1nc2ccccc2[nH]1 (configuration not stated) | i | i |

New compounds follow.
| Molecule | CHT PAM | CHT inh |
| --- | --- | --- |
| CS/C(=N\S(=O)(=O)c1cccs1)Nc1ccc(F)c(Cl)c1 | i | i |
| CCn1nc(C(=O)N2CCc3ccccc3C2)c2ccccc2c1=O | i | i |
| CCCn1c(=S)[nH]c2cc(C(=O)N3CCN(c4ccccc4OC)CC3)ccc2c1=O | i | i |
| CCOc1ccccc1CNc1nc2ccccc2n1C | i | i |
| CCSc1nc(N)c(C#N)c(-c2ccccc2Cl)c1C#N | i | i |
| CC(=O)Nc1ccc(Oc2nc(C(F)(F)F)nc3ccccc23)cc1 | i | i |
| O=C(CCc1nnc(-c2ccsc2)o1)N1CCCCC1CCn1ccnc1 (configuration not stated) | i | i |
| O=C(Nc1cccnc1Cl)c1ccc(=O)oc1 | i | i |
| CCOC(=O)NC(NC(=O)OCC)C(=O)c1ccc(F)cc1 | i | i |
| CCN(CC)C(C(=O)NC1CCCCC1)c1ccc(C)cc1 (configuration not stated) | i | i |
| CC(C)Oc1cc(N)c(Cl)cc1Cl | i | i |
| Cc1nonc1-c1csc(N)n1 | i | i |
| C=CCn1c(C)cc(C(=O)Cn2c(C(C)O)nc3ccccc32)c1C (configuration not stated) | i | i |
| CSc1ccc(Cl)c(C(=O)NCCOc2cc(C(C)C)ccc2C)c1 | i | i |
| CN(C)C(=S)SCC(=O)Nc1ccc(Cl)cc1Cl | i | i |
| COc1ccc(-n2nnnc2-c2cccnc2)cc1 | i | i |
| CCCCCCCC(=O)Nc1cc(C(=O)NCCC)ccc1N1CCC2(CC1)CC(c1cccc(Br)c1)=NO2 | i | i |
| CCOc1ccc(CSC2=NCCN2)cc1[N+](=O)[O-] | i | i |
| CCc1nc(CN2CCN(Cc3ccc(F)c(F)c3)C(CCO)C2)c(C)[nH]1 (configuration not stated) | i | i |
| CCOC(=O)CC1C(=O)NCCN1C(=O)c1c(Cl)cccc1Cl (configuration not stated) | i | i |
| O=c1[nH]c2ccccc2cc1CN(Cc1cccnc1)S(=O)(=O)c1ccc(Cl)cc1 | i | i |
| Cn1c(=O)[nH]c(=O)c2c1nc(OC(=O)c1ccccc1)n2CC(O)COc1ccccc1 (configuration not stated) | i | i |
| CN(c1ccccc1)c1ccc(/C=C(\CCC(=O)O)c2nc3ccccc3s2)cc1[N+](=O)[O-] | i | i |
| COc1ccc(CC(=O)N2CCN(c3ccccn3)CC2)cc1 | i | i |
| CC(C)OP(=O)(c1ccc(N(C)C)cc1)C(O)c1cccnc1 (configuration not stated) | i | i |

(listing goes on)
| Molecule | CHT PAM | CHT inh |
| --- | --- | --- |
| Cc1cc2cc(CCNC(=O)C3c4ccccc4Oc4ccccc43)c(=O)[nH]c2cc1C | i | i |
| CCOc1ccc2nc(-c3ccc(OC)c(OC)c3)cc(C(=O)O)c2c1 | i | i |
| O=C(C/C=N\OCc1ccc(Cl)cc1Cl)Nc1ccccc1 | i | i |
| COC(=O)[C@@H]1C[C@@]2(O)[C@H](O)[C@H](O)[C@H](O)C[C@H]2N1Cc1cccc2ccccc12 | i | i |
| O=S(=O)(c1cccc(F)c1)N1CCN(C(=S)NCC2CCCO2)CC1 (configuration not stated) | i | i |
| COc1ccc(C(=O)Nn2c(SCC(=O)NC3CCCCC3)nc3ccccc3c2=O)cc1 | i | i |
| COc1cc(C)cc(C(=O)O)c1C1=C(O)c2cccc(O)c2C(=O)C1=O | i | i |
| COc1ccc(CCC(=O)NNC(=O)Cn2nc(C)cc2C)cc1 | i | i |
| CC(C)[C@H](NC(=O)c1ccccc1Cl)C(=O)OCC(=O)NC(=O)NC1CCCC1 | i | i |
| Cn1c(=O)[nH]c(=O)c2c1nc(NC1CCCCC1)n2CCO | i | i |
| CCOc1ccc(NC(=O)CSc2nc(C3CC3)nc3ccccc23)cc1 | i | i |
| CCSc1nnc(N(CCC(=O)O)CCC(=O)O)s1 | i | i |
| COc1cc2[nH]c(=O)n(CCCCCC(=O)NCCCN3CCC(C)CC3)c(=O)c2cc1OC | i | i |
| CCOC(=O)C1CCN(C(=O)CCCNC(=O)Cn2cnc3sc(C)c(C)c3c2=O)CC1 | i | i |
| O=C(NCCS(=O)(=O)N1CCN(c2ccccc2F)CC1)c1ccc2c(c1)OCO2 | i | i |
| C/C=C/CSc1nc2c(c(=O)[nH]c(=O)n2C)n1Cc1ccc(C)cc1 | i | i |
| CC(=O)N(/N=C1/C(=O)Nc2ccccc21)c1ccccc1 | i | i |
| COc1ccc(CCNS(=O)(=O)c2cn(C)nc2C)cc1OC | i | i |
| Nc1ccccc1OCCOCCOc1ccccc1N | i | i |
| O=C(Nc1cccc(NC(=O)c2cccs2)c1)c1ccco1 | i | i |
| Cc1nn(C)cc1CN(C)C(=O)c1cc(COc2ccc(F)cc2F)on1 | i | i |
| N/C(Cc1ccc(Cl)cc1)=N\OC(=O)Cc1ccc([N+](=O)[O-])cc1 | i | i |
| CN1CCN(S(=O)(=O)Cc2ccc(Cl)cc2)CC1 | i | i |
| CCCCc1ccc(NC(=S)N2CCN(c3ncccn3)CC2)cc1 | i | i |
| CCCCC(c1nnnn1Cc1ccco1)N1CCN(C(=O)c2ccco2)CC1 (configuration not stated) | i | i |
| Cc1cc(C(=O)NCc2cccs2)no1 | i | i |
| Clc1ccc(OCc2nc(-c3ccncc3)no2)cc1 | i | i |
| CC1CCCN(C(=O)CCNS(=O)(=O)c2ccc3c(c2)oc(=O)n3C)C1 (configuration not stated) | i | i |

Entries of single compounds, looked up by structure.
CCSc1nnc(N(CCC(=O)O)CCC(=O)O)s1 across the screens: CHT PAM: i; CHT inh: i
C/C=C/CSc1nc2c(c(=O)[nH]c(=O)n2C)n1Cc1ccc(C)cc1 across the screens: CHT PAM: i; CHT inh: i

Screening results deposited in PubChem BioAssay by Johns Hopkins Ion Channel Center.
